Source: PubChem
AID2073 – inhibitors of Mint1-CaV2.2 protein interaction, biochemical, HTRF (AID 2073) | 0.19% of 290,000 active | inhibition, % at 20 µM, or IC50 in µM where a hit was titrated | HTRF protein-protein interaction, Mint1-CaV2.2; higher % means a stronger effect; in the data active means inhibition mostly above about 51%, no sharp cut-off; further: some results filed as inactive read as strong as hits
XIAP antagonists – XIAP antagonists, biochemical, IAP family, fluorescence polarization (AID 1018); displacement, % at 20 µM, or IC50 in µM where a hit was titrated; 0.007% of 200,000 active; XIAP BIR domain, fluorescence polarization peptide displacement; higher % means a stronger effect; in the data active means displacement above about 50%; further: a part of the inactive calls stands beside numbers as strong as those of hits
Myeloid diff MLP – induction of myeloid progenitor differentiation, primary screen, cell-based, flow cytometry, MLPCN library | ER-HoxA9 myeloid progenitors, lysozyme-GFP differentiation | calls only at 10 µM | 1% of 360,000 active;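 active means normalized GFP-positive differentiation at or above the plate's own cutoff, the solvent-only control mean plus 3 SD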;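 further: cells exposed to compound for four days before flow analysis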
SIAH1 antagonists – Siah-1 peptide-binding antagonists, primary screen, biochemical, fluorescence polarization, rhodamine-plectin, uHTS (AID 1817). displacement, % at 20 µM, or IC50 in µM where a hit was titrated. Siah-1 / rhodamine-plectin peptide fluorescence polarization; higher % means a stronger effect. 0.02% of 290,000 active;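 active means displacement of at least 50% at 20 µM, with a fluorescence ratio check between 0.3 and a set limit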;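 further: plate controls were Siah plus tracer with DMSO for no effect and tracer alone without Siah for full effect; strong numbers were not always called active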
NS5 inhibitors – Dengue-2 NS5 methyltransferase inhibitors, primary screen, biochemical, confirmation dose response (AID 588689); Genome polyprotein (Dengue virus type 2 (strain 16681-PDK53)); one-dose inhibition, % at 25 µM; IC50 in µM for titrated hits; Dengue-2 NS5 methyltransferase capping enzyme assay, biochemical; higher % means a stronger effect; 0.3% of 340,000 active; in the data active means a potency from the dose series
LYP inhibition – inhibitors of LYP phosphatase, biochemical, fluorescence intensity, uHTS (AID 1779); Tyrosine-protein phosphatase non-receptor type 22 (Homo sapiens); recombinant LYP phosphatase, fluorescence intensity; higher % means a stronger effect; inhibition, % at 11.5 µM; hits with a dose series show IC50 in µM; 0.054% of 290,000 active;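 further: plate controls were vehicle with enzyme for no effect and no enzyme for full effect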
HIV peptide binding – inhibitors of HIV fusion peptide binding, primary screen, biochemical, uHTS, fluorescence dequenching (AID 1986); cell-free peptide binding, fluorescence dequenching, 30 min; higher % means a stronger effect; one-dose inhibition, % at 20 µM; IC50 in µM for titrated hits; 0.3% of 290,000 active; in the data active means inhibition mostly above about 52%, no sharp cut-off; inactive means mostly below about 76%; further: some results filed as inactive read as strong as hits
Lipid droplet – inhibitors of hepatocyte lipid droplet formation, primary screen, imaging, high-throughput imaging, BODIPY stain; AML12 mouse hepatocytes, oleate lipid droplets; inhibition, % at 6.5 µM; 0.4% of 240,000 active; AID 1656, 2009;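 active means lipid droplet intensity inhibited by at least 50%, with more than 500 cells counted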
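System: AML12 hepatocytes (mouse). Probe or stimulus: oleic acid at 100 µM to induce lipid droplet formation. Times: overnight treatment with compound plus oleate. Detection: Image-based BODIPY and DAPI two-channel analysis. Evaluation: percent inhibition of filter-corrected integrated lipid droplet intensity per well.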
NOD2 inhibition – NOD2 signaling inhibitors, cell-based, luminescence, uHTS, HEK293 (AID 1566); HEK293 NOD2/NF-kB luciferase reporter, luminescence; higher % means a stronger effect; inhibition, % at 4 µM; hits with a dose series show EC50 in µM; 0.63% of 290,000 active; further: many of its hits are not listed in these tables
Lipid droplet cells 6.5 µM – second read-out of Lipid droplet, no call of its own (marks repeat the call); cell count; measured here: cell count, cytotoxicity flag;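 cells counted across two imaged fields per well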
NS5 inhibitors pilot replicate – further read-out of NS5 inhibitors, marked with its call; inhibition, %; measured here: pilot screen replicate inhibition
Myeloid diff MLP GFP+ MAC1+ % – also measured in Myeloid diff MLP; calls as there; GFP+ MAC1+ double positive, %; measured here: differentiation confirmed by MAC1 staining
Starred values were filed as active, the others as inactive; i = inactive; . = not tested or not shown. Unless noted, no stated cut-off is given here; in the data, active means inhibition above about 50%; inactive means the rest. A portion of the library (hit frequency here may not be typical).

SMILES	AID2073	XIAP antagonists	Myeloid diff MLP	Myeloid diff MLP GFP+ MAC1+ %	SIAH1 antagonists	NS5 inhibitors	LYP inhibition	HIV peptide binding	Lipid droplet	Lipid droplet cells 6.5 µM	NOD2 inhibition	others
CC(C)(c1ccccc1)c1ccc(OCCCNCCO)cc1	-10.7%	-7.3%	i	0.6	7.8%	0.0%	-9.1%	22.5%	21.1	830	5.5%
O=C(N/N=C/c1sc2ccccc2c1O)c1cccc2ccccc12	12.5%	-3.3%	i	2.1	-9.2%	26.6%	4.5%	34.1%	-14.5	652	-27.4%
CC(=O)Nc1ccc(NC(=O)C/C(C)=N/NC(=O)C(=O)N2CCCC2)cc1	-4.0%	-2.7%	i	0.2	-2.6%	4.1%	-1.5%	0.3%	.	.	4.4%
NC(=S)NN=C(Cc1ccccc1)Cc1ccccc1	3.9%	-6.0%	i	0.2	2.6%	-5.9%	-1.8%	-0.3%	3.5	632	-16.7%
COC(C[C@@H](O)[C@H](C)[C@H](O)COCc1ccccc1)OC	23.3%	.	i	1.2	-1.3%	1.2%	-12.5%	-1.0%	22.4	664	14.9%
Cn1nccc1NC(=O)Nc1ccc(Cl)cc1	7.7%	.	i	1.0	-0.4%	-15.5%	-1.4%	-0.1%	2.0	726	-20.9%
CNc1ccccc1C(C)(C)c1ccn[nH]1	0.4%	-3.5%	i	0.2	2.9%	-0.7%	0.6%	1.0%	-3.3	762	-6.3%
Cc1cccc(-n2nnnc2SCC(=O)NCC2CCCO2)c1 (configuration not stated)	11.8%	.	i	0.2	-0.7%	-1.6%	-0.8%	-0.5%	-2.7	667	-6.8%
O=C(O)COc1ccc(/C=N/NC(=O)c2cccc3ccccc23)cc1	14.7%	.	i	0.5	2.0%	0.0%	-1.8%	0.4%	10.7	815	17.8%
CN(C)c1cccc(C(=O)NCCCSc2ccccc2)c1	15.2%	.	.	.	11.9%	-4.2%	-5.4%	-0.7%	-5.2	814	-47.3%
CCCCc1nc(SCC(=O)N2CCOCC2)c2c(=O)n(C)c(=O)n(C)c2n1	13.3%	.	i	1.5	6.5%	5.2%	-4.3%	0.1%	-3.4	818	-6.4%
O=C(OC1CCOC1=O)c1cc(-c2cccc(Br)c2)nc2ccccc12 (configuration not stated)	-5.2%	-2.2%	i	0.6	8.4%	2.2%	-0.6%	2.1%	1.8	745	1.8%
CC(C)c1nc2scc(-c3ccc(Cl)cc3)c2c(=O)n1N	-0.8%	.	i	0.2	-0.8%	-8.2%	-2.1%	-2.6%	-1.8	736	1.4%
CC(C)(C)NC(=O)C1CCN(C(=O)c2ccc(Br)cc2)CC1	13.8%	-2.2%	i	0.8	0.5%	-5.6%	0.3%	0.4%	-0.7	732	2.2%
CCCCOC(=O)Cn1cnc2ccc(Br)cc2c1=O	13.0%	-4.4%	i	2.2	-0.2%	-9.1%	-1.8%	5.6%	.	.	0.8%
CCCCS(=O)(=O)c1sc2nc3c(cc2c1N)CCCC3	9.5%	-14.2%	i	6.6	0.1%	-4.1%	1.5%	0.3%	10.8	774	0.0%
CC(=O)c1ccc(OC(C)C)c(CC(C(N)=O)C(N)=O)c1	2.2%	-6.9%	i	1.5	2.7%	0.0%	-9.3%	-0.3%	-2.4	813	4.2%
CC(CN1CCCCC1)OC(=O)c1ccccc1F (configuration not stated)	9.5%	.	i	1.4	3.1%	-7.2%	-9.3%	1.1%	.	.	5.2%	NS5 inhibitors pilot replicate=-3.4
COC(=O)c1sc(SC)c2c1CC(C)(C)C/C2=N/O	0.8%	.	i	0.5	0.2%	1.6%	-4.4%	0.7%	-15.1	708	7.3%
COc1ccc(Br)cc1CN1CCCC(C(=O)N2CCCCCC2)C1 (configuration not stated)	14.7%	-5.9%	i	1.0	7.6%	-2.1%	-15.0%	-0.9%	.	.	13.0%
Cc1cc(SCC(=O)N(C)CC(=O)Nc2ccc(F)cc2)nc2ccccc12	8.3%	0.5%	i	0.0	1.6%	0.4%	2.4%	-0.3%	-14.1	705	15.2%
O=C1C=C(NC(=O)Nc2ccc(Cl)c(Cl)c2)CCC1	26.9%	-9.9%	i	0.1	4.2%	-3.6%	-2.8%	2.1%	3.4	688	-16.2%
Clc1ccc(-n2ncc3c(NCCN4CCOCC4)ncnc32)cc1	-5.2%	-5.6%	i	0.4	-4.4%	0.7%	-6.0%	-0.9%	-4.9	743	43.9%
CCOCCCNC(=O)C1CCCN(S(=O)(=O)c2ccc(-n3cnnn3)cc2)C1 (configuration not stated)	8.7%	.	i	0.2	8.1%	0.8%	-7.9%	2.2%	0.3	801	8.6%
O=S(=O)(NCCSc1nnc(-c2ccco2)n1-c1ccccc1)c1ccccc1	-15.1%	-4.7%	i	1.0	2.2%	-3.5%	-3.5%	-0.2%	.	.	20.8%
O=C(Cn1c(=O)c2cccn2c2cccnc21)NCCCN1CCN(c2ccc(F)cc2)CC1	13.4%	.	i	2.7	4.6%	-10.1%	-11.6%	-0.5%	-6.6	657	9.7%
CC(C)OC(=O)C1Cc2ccccc2CN1S(=O)(=O)c1cccs1 (configuration not stated)	1.4%	.	i	0.2	6.5%	-4.0%	-4.8%	-0.7%	-2.2	855	-16.7%
Cc1ccc(CNC(=O)CCNS(=O)(=O)c2ccc(C)cc2)cc1	-7.7%	-1.9%	i	1.0	-2.0%	-5.5%	-6.0%	-1.3%	9.4	775	-3.2%
O=S(=O)(Nc1cccc(Cl)c1)c1ccc2oc(=S)[nH]c2c1	3.5%	-6.7%	i	0.6	-0.2%	.	-5.3%	24.6%	15.9	622	12.3%
Cc1onc(-c2ccccc2)c1-c1nnc(-c2ccccc2C(F)(F)F)o1	-10.7%	.	i	0.7	-2.5%	-2.3%	-7.0%	0.7%	-3.1	723	13.0%
O=C(c1ccccc1)c1cc(F)c(N2CCOCC2)cc1Cl	4.9%	-6.3%	i	0.8	2.0%	-9.0%	-1.9%	-0.6%	.	.	-11.7%
CCOC(=O)N1CCN(C(=O)CCc2ccc(S(=O)(=O)NC(C)(C)C)cc2)CC1	-6.7%	.	i	0.0	3.4%	-2.3%	-6.6%	-0.2%	4.8	850	8.3%
CC1CCCN(CCCNS(=O)(=O)c2ccc3c(c2)CCN3C(=O)C2CC2)C1 (configuration not stated)	6.4%	.	i	1.2	1.4%	-2.7%	-6.0%	0.1%	-2.4	693	9.1%
O=C1CSc2ccc(C(=O)O)cc2N1	4.8%	-5.3%	i	0.2	-3.5%	-0.7%	7.4%	2.0%	4.5	680	4.3%
COCCCN(C(=S)Nc1cc(Cl)cc(Cl)c1)C(C)c1ccncc1 (configuration not stated)	-42.3%	-5.5%	i	0.4	8.5%	-2.9%	6.3%	1.5%	13.5	620	4.3%
O=C(Nc1ccccc1C(=O)OCc1nnc(-c2ccccc2)o1)c1ccco1	2.7%	-5.8%	i	1.0	-1.4%	-1.6%	-3.4%	-3.4%	.	.	5.6%
COc1ccc(C)cc1S(=O)(=O)n1ccnc1C	-3.5%	-5.2%	i	0.1	-3.1%	-2.1%	-6.7%	1.0%	10.2	747	0.5%
CC(C)Sc1nnc(-c2c[nH]c3ccccc23)n1C	-0.8%	-1.9%	i	3.0	-2.4%	-6.9%	-9.2%	-0.2%	.	.	-15.7%
COc1cccc(-c2csc(NC(=O)Nc3ccccc3)n2)c1	3.1%	.	i	0.1	-5.4%	-5.8%	-4.4%	0.8%	-8.7	404	25.6%
CCn1cc(C(=O)N2CC(C)CC(C)C2)c(=O)c2cc(S(=O)(=O)N(C)C)ccc21 (configuration not stated)	2.5%	-5.6%	i	2.3	1.6%	-1.4%	-0.7%	0.8%	-13.2	717	-1.0%
Cc1nn(CC(=O)Nc2sc3c(c2C#N)CCC(C(C)(C)C)C3)c(C)c1[N+](=O)[O-] (configuration not stated)	-24.7%	-2.3%	i	1.2	0.8%	1.6%	10.4%	-1.3%	.	.	19.5%
CCOc1ccc(N2C(=O)CC(C(C)c3ccccc3)C2=O)cc1 (configuration not stated)	10.0%	.	i	0.4	5.9%	-9.5%	-4.2%	0.0%	4.4	793	18.1%
COc1ccc(-c2nc3c(c(SCC(=O)Nc4cccc(O)c4)n2)Cc2c(CO)cnc(C)c2O3)cc1	28.1µM*	.	i	0.5	-9.8%	1.8%	-2.7%	29.0%	0.8	654	8.8%
COc1ccc(C/C(N)=N/n2cnnc2)cc1	-7.5%	-4.6%	i	1.7	-1.7%	-2.1%	-1.9%	2.2%	.	.	12.9%
CCOC(=O)c1sc(N)c(C#N)c1CSc1nc2ccc(C)cc2[nH]1	-18.3%	-8.6%	i	0.8	-0.7%	0.0%	4.2%	-0.6%	2.2	731	15.5%
COc1ccc(OC)c(-n2nnnc2SCC(=O)Nc2ccccc2N2CCOCC2)c1	4.4%	-5.3%	i	0.5	-2.1%	2.7%	1.3%	1.8%	-7.9	743	-4.9%
CC1CN(CCC(=O)Nc2ccc3c(c2)CCC3)CC(C)O1 (configuration not stated)	-4.7%	-3.9%	i	8.6	11.1%	-6.9%	-10.9%	-1.5%	.	.	4.4%
O=C(C1=NN[C@@H]2C(=O)N(c3cccc(C(F)(F)F)c3)C(=O)[C@H]12)c1cnccn1	-2.4%	.	i	0.9	8.2%	-8.6%	-5.7%	-0.8%	-12.5	667	9.0%
Cc1cc(C)cc(NC(=O)N2CCCCCCC2)c1	-0.3%	-2.5%	i	0.5	6.0%	7.3%	-3.0%	-0.6%	-1.1	657	26.5%
Cn1nnnc1NCc1ccccc1F	2.6%	.	i	0.6	9.0%	-2.3%	-8.1%	-0.3%	-0.2	786	5.7%
Further records.
SMILES	AID2073	XIAP antagonists	Myeloid diff MLP	Myeloid diff MLP GFP+ MAC1+ %	SIAH1 antagonists	NS5 inhibitors	LYP inhibition	HIV peptide binding	Lipid droplet	Lipid droplet cells 6.5 µM	NOD2 inhibition	others
COC(=O)c1sccc1NC(=O)CSc1ccccc1NS(=O)(=O)c1ccccc1Cl	-1.4%	2.3%	i	0.4	11.1%	-5.6%	-2.3%	1.8%	-0.9	625	26.0%
CCN1CCCC1CNC(=O)c1cc(OC)c(OC)c(OC)c1 (configuration not stated)	-7.2%	-5.2%	i	1.4	-2.2%	1.5%	-4.9%	0.3%	11.0	795	-5.2%
COc1ccc(C(=O)C[n+]2ccc(N(C)C)cc2)cc1	-9.5%	.	i	3.1	3.3%	-4.6%	-4.5%	-1.2%	2.4	630	21.5%
CCCCCCCCCCS(=O)(=O)N/N=C/c1ccc(O)cc1	4.3%	0.1%	i	0.4	-2.2%	-0.9%	-6.8%	2.9%	-36.7	668	32.2%
